Myeloid diff MLP = promotes myeloid progenitor differentiation; ER-HoxA9 myeloid progenitors, lysozyme-GFP differentiation, flow cytometry; calls only at 10 µM; AID 624256; 360,000 tested, 1% active;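 active = normalized GFP-positive differentiation at or above the plate's own cutoff, the solvent-only control mean plus 3 SD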;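 note: cells exposed to compound for four days before flow analysis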
NS5 inhibitors = flavivirus cap methylation enzyme inhibition – biochemical, confirmation dose response, primary screen (AID 588689); one-dose inhibition, % at 25 µM; IC50 in µM for titrated hits; 340,000 tested, 0.3% active; Dengue-2 NS5 methyltransferase capping enzyme assay, biochemical; higher % means a stronger effect; in the data active = a potency from the dose series
NS5 inhibitors pilot replicate = recorded beside NS5 inhibitors, whose call it bears; inhibition, %; measured here: pilot screen replicate inhibition
Myeloid diff MLP GFP+ MAC1+ % = second read-out of Myeloid diff MLP, no call of its own (marks repeat the call); GFP+ MAC1+ double positive, %; measured here: differentiation confirmed by MAC1 staining
Numbers without * were called inactive; i = inactive. The list is partial (hit frequency here may not be typical).

SMILES	Myeloid diff MLP	Myeloid diff MLP GFP+ MAC1+ %	NS5 inhibitors	others
C#CCOCCOCCOCCNc1nc(N2CCN(C(=O)CCCCCCCCCCNC(=O)Cn3cc(C[C@@H](C)O)nn3)CC2)nc(N2CCN(C(=O)CCCCCCCCCCNC(=O)[C@@H]([C@H](C)CC)n3cc(CCCCCN)nn3)CC2)n1	i	3.2	-9.0%
O=c1[nH]c(-c2ccccc2)ncc1OCc1ccccc1	i	2.0	-5.0%
O=C(Nc1ccc2nc3n(c(=O)c2c1)CCCC3)c1cncc(Br)c1	i	1.6	-3.8%
CC1CN(Cc2ccccc2)C(=O)NC1=O (stereo unspecified)	i	1.2	-6.2%
CC(Sc1nnc(C2CC2)n1C)C(=O)Nc1ccc(N2CCOCC2)cc1 (stereo unspecified)	i	0.7	-5.8%
C#CCOCCOCCOCCNc1nc(N2CCN(C(=O)CCCCCCCCCCNC(=O)Cn3cc(C[C@@H](C)O)nn3)CC2)nc(N2CCN(C(=O)CCCCCCCCCCNC(=O)[C@H](CCCCN)n3cc(C[C@@H](C)CC)nn3)CC2)n1	i	0.9	-8.7%
Cc1cccc(C)c1NC(=O)CNC(=O)c1ccccc1OCc1ccccc1	i	0.5	1.4%
COc1ccc(CN2CCN(C(=O)c3ccccc3C(=O)c3ccccc3)CC2)cc1OC	i	2.3	-8.4%
O=C(COC(=O)c1ccc(F)cc1)Nc1ccc2c(c1)OCO2	i	0.4	-0.8%
Cc1ccc(Cc2nnc(SCC(=O)Nc3ccccc3Cl)[nH]c2=O)cc1	i	0.4	-7.2%
COc1ccc([C@H]2CC(=O)C=C(c3ccc(OC(F)(F)F)cc3)C2)cc1	i	1.7	0.8%
CC(C)C1C(=O)N(Cc2cn(Cc3ccco3)nn2)CCS(=O)(=O)N1Cc1ccc(-c2ccncc2)cc1 (stereo unspecified)	i	1.8	0.6%
Cc1noc(C)c1CSCC(=O)N(C)CC(=O)Nc1ccccc1C(F)(F)F	i	0.4	3.9%
CC(C)C[C@@]12C(=O)N(c3cccc(Cl)c3)C(=O)N1[C@H](c1ccc(Br)cc1)[C@@H]1C(=O)N(C(C)(C)C)C(=O)[C@@H]12	i	0.4	1.6%
COc1ccc(NC(=O)CN(C)C(=O)c2ccc(NS(=O)(=O)c3ccc(F)cc3)cc2)cc1	i	0.3	0.0%
Cc1c(C(C)CCCO)oc(=O)c2c1Oc1c(C)c(C(C)C[C@H](C)O)oc(=O)c1C2 (stereo partly specified)	i	2.9	-4.9%
C#CCOCCOCCOCCNc1nc(N2CCN(C(=O)C([C@@H](C)O)n3cc([C@@H](N)CCCCN)nn3)CC2)nc(N2CCN(C(=O)[C@H](CCC(=O)O)n3cc([C@@H](N)CCCCN)nn3)CC2)n1 (stereo partly specified)	i	1.8	-1.6%
COc1ccc(S(=O)(=O)N(C)C)cc1NC(=O)COC(=O)Cn1cnc2ccccc2c1=O	i	0.3	0.4%
CC(=O)Nc1ccc(S(=O)(=O)NCCC(=O)OCC(=O)NC(C)c2ccc(Cl)cc2)cc1 (stereo unspecified)	i	0.3	2.2%
O=C(COC(=O)c1c[nH]c2ccccc12)Nc1ccc(F)cc1	i	0.7	4.6%
CC(C)(C)OC(=O)N1CCN(C(=O)c2[nH]cnc2C(=O)Nc2ccccc2F)CC1	i	0.4	-3.3%
Cc1onc(-c2ccccc2)c1C(=O)N(CC(C)C)c1c(N)n(CC(C)C)c(=O)[nH]c1=O	i	0.8	-0.7%
Cc1ccc(C(=O)NCC(=O)OC(C)C(=O)NC2CCCCC2C)cc1C (stereo unspecified)	i	0.8	-6.5%
O=C1CC[C@@H](C(=O)N2CSC[C@@H]2C(=O)Nc2cccc(C(F)(F)F)c2)N1	i	1.2	-6.9%
CS(=O)(=O)c1ccc(NC(=O)C2CC(=O)N(c3ccc4c(c3)OCCO4)C2)cc1 (stereo unspecified)	i	0.9	8.9%

A portion from the list above, as a working copy:
SMILES	Myeloid diff MLP	Myeloid diff MLP GFP+ MAC1+ %	NS5 inhibitors	others
Cc1cccc(C)c1NC(=O)CNC(=O)c1ccccc1OCc1ccccc1	i	0.5	1.4%
COc1ccc(CN2CCN(C(=O)c3ccccc3C(=O)c3ccccc3)CC2)cc1OC	i	2.3	-8.4%
O=C(COC(=O)c1ccc(F)cc1)Nc1ccc2c(c1)OCO2	i	0.4	-0.8%

The list continues.
SMILES	Myeloid diff MLP	Myeloid diff MLP GFP+ MAC1+ %	NS5 inhibitors	others
O=C1CCC[C@@H]2CC(Nc3ccc(F)cc3F)C[C@@H]3CCN1[C@H]23 (stereo partly specified)	i	2.2	-0.3%	NS5 inhibitors pilot replicate=-5.7
CC(NC(=O)CN(Cc1ccccc1)S(=O)(=O)c1ccccc1)c1cccnc1 (stereo unspecified)	i	0.3	-4.5%
O=C1C2C3C=CC(O3)C2C(=O)N1Cc1ccncc1 (stereo unspecified)	i	0.6	1.6%
C[C@@H]1CN([C@@H](C)CO)C(=O)c2cc(Br)cnc2O[C@H]1CN(C)S(=O)(=O)c1ccccc1	i	1.0	0.6%
CN(C(=O)COC(=O)/C=C/c1ccccc1)C1CCS(=O)(=O)C1 (stereo unspecified)	i	0.5	7.5%
C#CCNC(=O)C1=C[C@@H](c2ccc3c(c2)OCO3)C[C@@H](OCc2ccc(CO)cc2)O1	i	1.2	-3.2%
COCCNc1nnc(SCC(=O)c2cc(C)n(C3CC3)c2C)s1	i	0.3	2.7%
CCOc1ccc(-c2csc(C3COc4ccccc4O3)n2)cc1 (stereo unspecified)	i	1.2	-1.4%
CC(C)NC(=O)N(C)C[C@H]1OCCCC[C@@H](C)Oc2ccc(NC(=O)C3CCCCC3)cc2C(=O)N([C@H](C)CO)C[C@@H]1C	i	0.8	-7.0%
Cc1ccc(CNC(=O)c2ccc(C)c(S(=O)(=O)N3CCCCC3)c2)cc1	i	0.5	-4.4%
COc1cc(CCC(=O)OCC(=O)c2ccc[nH]2)cc(OC)c1OC	i	0.5	-5.9%
CC(C)CCN(C(=O)C1CCCC1)c1c(N)n(Cc2ccccc2)c(=O)[nH]c1=O	i	0.8	0.7%
Cc1ccc(C)c(S(=O)(=O)N2CCN(C(=O)Cc3sc(C)nc3-c3ccc(F)cc3)CC2)c1	i	0.6	4.5%
CCCCNC(=O)CN(Cc1ccco1)S(=O)(=O)c1ccc(C(C)=O)cc1	i	0.8	-3.0%
N=C1N(c2ccccc2)C(=S)C(=Nc2ccccc2)N1c1ccccc1	i	2.8	-3.2%
Cc1ccc(C)c(S(=O)(=O)Nc2ccc(C(=O)N3CCOCC3)cc2)c1	i	1.0	-1.1%
CN(CC(=O)Nc1ccccc1C(F)(F)F)C(=O)c1ccccc1Sc1ccccc1C#N	i	1.6	-4.8%
CCN(C(=O)CSc1ccc2ccccc2n1)C1CCCCC1	i	1.1	-4.0%
Cc1cc(NC(=O)CSCC(=O)OCC(=O)Nc2cc(C)c(C)cc2[N+](=O)[O-])no1	i	0.8	-0.7%
Cc1cc(C(=O)CN2C(=O)NC3(CCCCCC3)C2=O)c(C)n1C	i	0.8	5.8%
Cc1c(C(=O)OCC(=O)N2CCN(c3ccccc3)CC2)oc2ccccc12	i	0.5	1.2%
COC(=O)c1ccc2c(c1C(=O)OC)CN(S(=O)(=O)C(C)(C)C)[C@@H]2CCO	i	0.4	-6.0%	NS5 inhibitors pilot replicate=0.6
CN(Cc1ccc(F)cc1)C(=O)c1ccc(NC(=O)CC2SC(N3CCCC3)=NC2=O)cc1 (stereo unspecified)	i	0.4	-8.7%
COc1ccc(S(=O)(=O)Nc2cccc3c2O[C@H](CN(C)S(=O)(=O)c2ccc(Cl)cc2)[C@H](C)CN([C@H](C)CO)C3=O)cc1	i	0.5	-2.4%
COc1ccc(Cl)cc1C(=O)N1CCC2(CC1)CC(=O)c1ccccc1O2	i	0.7	3.6%

Among those listed so far, these contain an aryl methoxy group.
SMILES	Myeloid diff MLP	Myeloid diff MLP GFP+ MAC1+ %	NS5 inhibitors	others
COc1ccc(CN2CCN(C(=O)c3ccccc3C(=O)c3ccccc3)CC2)cc1OC	i	2.3	-8.4%
COc1ccc([C@H]2CC(=O)C=C(c3ccc(OC(F)(F)F)cc3)C2)cc1	i	1.7	0.8%
COc1ccc(NC(=O)CN(C)C(=O)c2ccc(NS(=O)(=O)c3ccc(F)cc3)cc2)cc1	i	0.3	0.0%
COc1ccc(S(=O)(=O)N(C)C)cc1NC(=O)COC(=O)Cn1cnc2ccccc2c1=O	i	0.3	0.4%
COc1cc(CCC(=O)OCC(=O)c2ccc[nH]2)cc(OC)c1OC	i	0.5	-5.9%
COc1ccc(S(=O)(=O)Nc2cccc3c2O[C@H](CN(C)S(=O)(=O)c2ccc(Cl)cc2)[C@H](C)CN([C@H](C)CO)C3=O)cc1	i	0.5	-2.4%
COc1ccc(Cl)cc1C(=O)N1CCC2(CC1)CC(=O)c1ccccc1O2	i	0.7	3.6%

(further entries)
SMILES	Myeloid diff MLP	Myeloid diff MLP GFP+ MAC1+ %	NS5 inhibitors	others
CCCC(=O)Nc1sc(-c2ccccc2)c(-c2ccccc2)c1C(=O)O	i	0.8	7.8%
CCOc1cc(C(=O)N(CC)CC(=O)Nc2ccc3c(c2)OCCO3)ccc1OC	i	0.6	-5.1%
CCN(C(=O)CSc1nnc(-c2ccc(OC)cc2)n1C(C)C)C1CCS(=O)(=O)C1 (stereo unspecified)	i	0.5	0.8%
CCCN(C(=O)Cc1coc2cc(C)c(C)cc12)c1c(N)n(Cc2ccccc2)c(=O)[nH]c1=O	i	0.6	0.0%
O=C1CC2(CCCCCC2)Oc2ccc(Cl)cc21	i	1.4	-12.3%
O=C(NCCNCCO)C1(C(F)(F)F)C/C(=C\Cc2ccccc2)CCCO1 (stereo unspecified)	i	4.4	-9.6%
CN(C(=O)CSc1ccc(S(=O)(=O)N2CCCCC2)cn1)c1ccccc1	i	1.0	-1.6%
Oc1ccc(C(=Nc2ccccc2)c2ccccc2)c(O)c1	i	0.4	-6.2%
O=C(NCC1CCCO1)c1cccc(S(=O)(=O)Nc2ccc(SC(F)F)cc2)c1 (stereo unspecified)	i	0.4	-2.9%
CC(C)Nc1nnc(SCC(=O)N2CCN(C(=O)c3ccco3)CC2)s1	i	0.4	-2.2%
CC(=O)Nc1cccc(NC(=O)COc2ccc3c(c2)CCC3)c1	i	1.7	1.1%
O=C(c1ccccc1NS(=O)(=O)c1ccc(F)cc1F)N1CCCCC1	i	1.3	-1.6%
O=C1CCc2cc(S(=O)(=O)Nc3ccccc3F)cc3c2N1CCC3	i	1.3	8.1%
CC12CCC(=O)N1C(C(=O)NNC(=O)COc1ccc(Br)cc1)CS2 (stereo unspecified)	i	0.5	-2.9%
Nc1nc2c(ccc3ccccc32)s1	i	0.5	-3.1%
COc1cc(-c2c(NC(=O)c3ccco3)oc3ccc(Cl)cc3c2=O)cc(OC)c1OC	i	1.4	-2.2%
C[C@@H]1CN([C@@H](C)CO)C(=O)CCCn2nncc2CO[C@@H]1CN(C)C(=O)OCc1ccccc1	i	0.5	-3.3%
CCOc1ccc(OCC(=O)OCC(=O)NCC2CCCO2)cc1 (stereo unspecified)	i	0.6	-2.3%
Cc1c(NC(=O)COC(=O)/C=C/c2cccc(F)c2)c(=O)n(-c2ccccc2)n1C	i	2.1	-3.3%
COc1ccc(CN2CC(=O)N3[C@H]4c5ccc(OC)cc5OC[C@@H]4[C@H](c4ccccc4)[C@]3(C)C2=O)cc1	i	1.6	12.1%
O=C(/C=C/c1cccc(F)c1)NNC(=O)c1ccncc1	i	1.1	-4.3%
COc1ccc(C(C)(C)C)cc1NC(=O)CCn1[nH]c(=O)ccc1=O	i	1.7	-2.6%
O=C(O)CCCCCN1C(=O)/C(=C/c2cn(-c3ccccc3)nc2-c2cccs2)SC1=S	i	0.9	7.0%
C=C1C[C@@]23CCC4[C@@](C)(CCC[C@@]4(C)C(=O)O)C2CC[C@]1(O)C3 (stereo partly specified)	i	0.2	-0.7%
C=C(C1=CCN(S(=O)(=O)C(C)(C)C)[C@@H]1CCO)c1ccccc1	i	0.6	-3.9%

The results go on:
SMILES	Myeloid diff MLP	Myeloid diff MLP GFP+ MAC1+ %	NS5 inhibitors	others
O=C(Nc1ccc2c(c1)OCCO2)c1c(Cl)cccc1Cl	i	1.6	5.0%
O=C(CN(c1ccccc1)S(=O)(=O)c1ccc(F)cc1)NCc1cccs1	i	0.6	-6.2%
COc1ccccc1NS(=O)(=O)c1cc(NC(=O)COc2ccccc2F)ccc1N1CCOCC1	i	1.1	-4.7%
COc1ccc(CC(=O)OCC(=O)Nc2ncc(Cl)c(C)c2Cl)cc1	i	0.5	-0.7%
CCN1C(=O)[C@H]2[C@@H](c3ccc(-c4cccc(Cl)c4)c(OC)c3)N3CCC[C@@]3(C(=O)OC)[C@H]2C1=O	i	0.9	-5.6%
CN(Cc1ccc(Cl)cc1Cl)C(=O)CCNC(=O)c1ccco1	i	0.2	-4.3%
CCC1(CC)C(=O)C2=C3C1[C@H](C(=O)OC)C=C(C(=O)OC)C[C@H]3[C@H]1C(=O)N(CC(=O)OC)C(=O)[C@H]1[C@H]2C (stereo partly specified)	i	1.6	0.0%
O=C(Cn1cc(COc2c(F)c(F)c(Br)c(F)c2F)nn1)c1ccc(O)cc1	i	0.7	-1.9%
C=CCn1c(SC(C)C(=O)c2c(N)n(C)c(=O)n(C)c2=O)nnc1-c1ccoc1C (stereo unspecified)	i	0.2	3.4%
CN1CCN(S(=O)(=O)c2cccc(C(=O)N(C)CC(=O)Nc3ccc(F)c(F)c3F)c2)CC1	i	0.6	-2.9%
COc1cc(NC(=O)CN2CCN(S(=O)(=O)/C=C/c3ccccc3)CC2)cc(OC)c1OC	i	1.2	-7.1%
Cc1nc(SCC(=O)NC2CCCCC2C)c(C#N)c(C)c1C (stereo unspecified)	i	1.6	-0.8%
CCCOc1ccccc1OCC(=O)Nc1cc(Cl)ccc1-n1cncn1	i	1.1	0.0%
COc1ccc(C(CNC(=O)c2ccc(Cl)c(NC(=O)c3cccs3)c2)N2CCCC2)cc1 (stereo unspecified)	i	0.2	-8.7%
